Bioassay records (PubChem BioAssay)
WRN helicase inh: qHTS for Inhibitors of WRN Helicase | actives 0.46% (n = 360,000) | Potency, µM (top dose mostly 114 µM), for inactives: at the highest dose activity change, negative = inhibition, hits mostly inhibitors | WRN helicase unwinding, fluorescent forked duplex, kinetic | Bifunctional 3'-5' exonuclease/ATP-dependent helicase WRN (Homo sapiens), Q14191; further: potency means the concentration at half of the fitted maximal effect; on the % scale 0 is the no-effect control and ±100 the full control effect; nearly all actives have a fitted effect of over 55% in size
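Enzyme (20 nM final) and test compound sit together 15 min at room temperature before substrate addition. Substrate is a single-forked duplex oligonucleotide (100 nM) labelled with fluorophore and quencher, with 2 mM ATP; helicase unwinding raises red fluorescence, read kinetically.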
EPAC2 ag: qHTS for Agonist of cAMP-regulated guanine nucleotide exchange factor 4 (EPAC2): primary screen; EPAC2 activation, biochemical qHTS; response scale: 100% = 6.5 mM cAMP response; Rap guanine nucleotide exchange factor 4 (Homo sapiens), Q8WZA2; Potency, µM (doses to about 154 µM), without a hit: top-dose activation, usual class: activators; actives 0.079% (n = 360,000); further: potency means the concentration at half of the fitted maximal effect; nearly all actives have a fitted effect of over 50% in size
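Setup: EPAC2 100 nM, labeled Rap1B complex 250 nM, free GDP 50 uM. Compound titrations pinned in, brief spin, 5 min room temperature incubation. Kinetic fluorescence read over 30 min, normalized to 6.5 mM cAMP.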
CCT modulator: High-Throughput Screening for Modulators of Cytosolic Chaperonin Activity. purified chaperonin ATPase assay, HTRF ADP detection, 30 min. activity change, % (concentration not given with the values), hits read low. AID 651819, 2012. actives 0.3% (n = 360,000); in the data active means activity change below about -30%; further: on the % scale 0 is the no-effect control and ±100 the full control effect
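ATPase activity: ADP formed was measured by HTRF Transcreener (665/615 nm ratio) after 30 min at 37 deg C with 10 uM ATP. Compounds screened at one 76 uM concentration against 40 or 20 nM TRiC in Tris pH 7.4/KCl/MgCl2/DTT buffer.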
IL-2 act: qHTS of IL-2 Activators; actives 0.065% (n = 360,000); IL-2 activation reporter assay, cell-based qHTS; stimulated with anti-CD3/CD4/CD28 beads; in transgenic mouse T cells; activation, % (series mostly up to about 46 µM); AID 652025, 2013; in the data active means activation above about 50%; inconclusive means mostly about 30% to 49%; further: 0% is about no effect
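First, unstimulated transgenic mouse T cells were exposed to compound for 60 min. Next, anti-CD3/anti-CD4-coated beads with anti-CD28 were added. Finally, after 18 h at 37 degrees C, EGFP and DsRed were imaged.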
PLK1 PBD block: qHTS for Inhibitors of PLK1-PDB (polo-like kinase 1 - polo-box domain): Primary Screen; Serine/threonine-protein kinase PLK1 (Homo sapiens), P53350; Plk1 PBD binding of FITC phosphopeptide, fluorescence polarization; Potency, µM, without a hit: max response, negative = inhibition, most hits filed as inhibitors; actives 2.8% (n = 360,000); AID 720504, 2013; further: potency means the concentration at half of the fitted maximal effect; series mostly up to about 57 µM; on the % scale 0 is the no-effect control and ±100 the full control effect; nearly all actives have a fitted effect of over 65% in size
Target sequence (P53350 whole entry, looked up, the tested form may be a part): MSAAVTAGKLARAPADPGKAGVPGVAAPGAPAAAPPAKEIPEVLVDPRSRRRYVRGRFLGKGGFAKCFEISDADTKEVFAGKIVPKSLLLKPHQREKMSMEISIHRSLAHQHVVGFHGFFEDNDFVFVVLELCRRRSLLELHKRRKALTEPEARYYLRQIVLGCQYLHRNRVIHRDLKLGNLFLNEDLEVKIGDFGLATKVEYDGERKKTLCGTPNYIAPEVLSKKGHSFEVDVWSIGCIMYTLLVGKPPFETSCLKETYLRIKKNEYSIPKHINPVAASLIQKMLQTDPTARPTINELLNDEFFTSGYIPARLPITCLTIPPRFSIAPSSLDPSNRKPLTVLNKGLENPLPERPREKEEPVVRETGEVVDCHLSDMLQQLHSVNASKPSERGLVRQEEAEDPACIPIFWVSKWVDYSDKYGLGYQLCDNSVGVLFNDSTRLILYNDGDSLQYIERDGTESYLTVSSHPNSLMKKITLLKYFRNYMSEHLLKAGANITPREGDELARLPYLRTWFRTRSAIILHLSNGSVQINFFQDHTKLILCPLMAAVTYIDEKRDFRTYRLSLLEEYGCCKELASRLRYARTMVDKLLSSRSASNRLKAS
PI5P4Ka inh: qHTS for Inhibitors of phosphatidylinositol 5-phosphate 4-kinase (PI5P4K); PI5P4Kalpha enzyme, ADP-Glo luminescence, 60 min; hits give low values; actives 1.2% (n = 330,000); max response, %; active means max response of -50% or lower; inconclusive means between -30% and -50%; inactive means -30% or higher; further: value at the top dose of about 77 µM; on the % scale 0 is the no-effect control and ±100 the full control effect
Target sequence (P48426 whole entry, looked up): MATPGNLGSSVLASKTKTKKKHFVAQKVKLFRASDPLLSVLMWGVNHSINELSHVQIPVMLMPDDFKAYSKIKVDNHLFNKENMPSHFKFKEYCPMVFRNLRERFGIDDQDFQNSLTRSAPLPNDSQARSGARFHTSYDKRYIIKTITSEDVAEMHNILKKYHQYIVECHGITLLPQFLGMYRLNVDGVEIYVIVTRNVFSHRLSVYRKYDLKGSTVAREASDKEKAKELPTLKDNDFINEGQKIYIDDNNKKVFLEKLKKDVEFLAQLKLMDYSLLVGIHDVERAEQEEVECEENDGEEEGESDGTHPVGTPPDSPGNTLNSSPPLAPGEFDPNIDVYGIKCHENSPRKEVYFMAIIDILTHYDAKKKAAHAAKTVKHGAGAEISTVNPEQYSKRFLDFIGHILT
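Luminescence from ADP-Glo served as readout of PI5P4Kalpha activity in a qHTS format. Reaction: enzyme, substrate, compound, ATP at 5 microM final, 60 min at RT.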
EPAC1 ag: qHTS for Agonist of cAMP-regulated guanine nucleotide exchange factor 3 (EPAC1): primary screen; Potency, µM (top dose mostly 154 µM), without a hit: at the highest dose activation, actives largely listed as activators; EPAC1 agonist qHTS, biochemical assay; response scale: 100% = response to 6.5 mM cAMP; actives 0.073% (n = 360,000); Rap guanine nucleotide exchange factor 3 (Homo sapiens), O95398; further: potency means the concentration at half of the fitted maximal effect; nearly all actives have a fitted effect of over 60% in size
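Normalized to 6.5 mM cAMP, activity reflects EPAC1-catalysed release of BODIPY-GDP from Rap1B, followed kinetically over 30 min at 480 nm excitation, 540 nm emission. Reaction contained 100 nM EPAC1, 250 nM Rap1B-BODIPY-GDP, 50 uM GDP.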
EPAC1 antagonist: qHTS for Antagonist of cAMP-regulated guanine nucleotide exchange factor 3 (EPAC1): primary screen; Rap guanine nucleotide exchange factor 3 (Homo sapiens), O95398; EPAC1 GEF assay, Rap1b-BODIPY-GDP exchange fluorescence; Potency, µM (titrated, usually from 115 µM), without a hit: top-dose activity change, negative = inhibition, actives largely listed as inhibitors; actives 0.14% (n = 360,000);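 further: potency means the concentration at half of the fitted maximal effect; plate controls were vehicle for no effect and positive control for full effect; nearly all actives have a fitted effect of over 50% in size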
The depositor's hits bear a star; ? = inconclusive; / = not tested or not shown. Unless noted, the call rests on the fitted dose curve; in most records, active means well fitted curve in the direction sought with a large enough effect; inconclusive means small, poorly fitted or top-dose-only effect, or another doubt; inactive means no such curve, though single readings can be large; an effect the other way counts as inactive or inconclusive. This is a subset, so the mix of outcomes need not match the whole.

SMILES	WRN helicase inh	EPAC2 ag	CCT modulator	IL-2 act	PLK1 PBD block	PI5P4Ka inh	EPAC1 ag	EPAC1 antagonist
Cc1[nH]n(-c2ccc(Cl)cc2)c(=O)c1/C=N/n1c(C)nc2ccccc2c1=O	-20%	-2%	-0.5	-0.5	-6%	5	0%	-1%
CCOC(=O)c1cc2occc2n1CC(=O)NCCOC	0%	3%	0.0	0.6	1%	2	-6%	-21%
CCOc1ccccc1NC(=O)C(CC(C)C)NC(=O)C1CCCCC1 (configuration not stated)	1%	-5%	-2.9	-0.1	-3%	/	-4%	0%
CCOC(=O)Cc1c(C)nc2c(C#N)c[nH]n2c1=O	-23%	9%	-6.4	-2.7	0%	/	2%	12%
COc1cccc(OC)c1C(=O)Nc1ccccc1C(=O)N1CCOCC1	4%	3%	0.7	-1.5	-2%	/	-4%	0%
C[C@@H]1CN([C@H](C)CO)C(=O)CCCn2nncc2CO[C@@H]1CN(C)S(=O)(=O)c1ccc2c(c1)OCCCO2	0%	6%	-1.5	-2.2	-14%	-2	-6%	18%
Cc1cc(=O)[nH]c2nnc(SCC(=O)N3CC(C)OC(C)C3)n12 (configuration not stated)	3%	1%	-1.2	-0.5	-2%	2	-1%	6%
CCOC(=O)C1CCN(C(=O)COc2ccc(S(=O)(=O)NC(C)C)cc2)CC1	4%	1%	-1.8	-2.6	0%	/	0%	11%
C#CCOC(=O)c1cc(Cl)c(=O)n(Cc2ccc(Cl)cc2Cl)c1	-2%	18%	-0.7	-0.7	-2%	-4	-2%	-3%
COc1ccc(S(=O)(=O)N2Cc3ccccc3CC2C(=O)O)cc1OC (configuration not stated)	-1%	12%	0.8	0.4	-8%	-1	-19%	-6%
COc1cccc(C(O)c2nc3ccccc3n2C)c1 (configuration not stated)	14%	7%	0.0	-0.2	-14%	0	-5%	4%
O=C(N[C@H]1C/C=C\C(c2ccc(F)cc2)N(Cc2ccccc2)C(=O)C1)OCC1c2ccccc2-c2ccccc21 (some centres not stated)	-8%	-1%	-0.6	-0.6	-7%	-6	-10%	4%
COCCn1c(C(C)C)nc2oc3ccccc3c(=O)c2c1=O	-16%	8%	0.2	-1.0	-12%	-2	1%	6%
CCCCOCCCNC(=O)C[C@@H]1C[C@@]2(C(=O)OCC)CCCC=C2N(Cc2ccc3c(c2)OCO3)C1=O	-6%	3%	-2.2	-1.0	-14%	6	-6%	-11%
COc1ccc2[nH]c(C(=O)N3CCC(n4nccc4NC(=O)C4CC4)CC3)c(C)c2c1	0%	1%	0.4	-3.4	1%	0	1%	16%
Cc1ccc(NS(=O)(=O)c2cc([N+](=O)[O-])ccc2N/N=C/c2sc(N3CCOCC3)nc2-c2ccccc2)c(C)c1	-5%	8%	-1.4	-0.9	6%	0	11%	8%
C(#CCN1CCOCC1)COCCOC(c1ccccc1)c1ccccc1	-3%	8%	-1.0	0.9	-4%	/	2%	-5%
CC(C)(C(=O)N1CCC1(C)C(=O)NS(=O)(=O)c1ccc(Br)cc1)c1ccccc1 (configuration not stated)	-3%	12%	0.0	-0.4	-7%	-1	-1%	-1%
Cc1csc(NC(=O)CCC(=O)N(CC(=O)NC2CCCC2)Cc2ccco2)n1	-9%	2%	-1.1	-0.8	-26%	-1	9%	1%
O=C(CCC(=O)N1CCN(S(=O)(=O)c2ccc3ccccc3c2)CC1)NCC(F)(F)F	10%	11%	1.2	-2.2	-2%	-1	-15%	9%
O=C(NCC1CCCO1)c1cn(Cc2ccccc2)nc1-c1ccc(Cl)cc1 (configuration not stated)	-2%	2%	0.8	-0.2	1%	3	-11%	6%
COc1ccc([C@H]2C[C@H](O)[C@@H](n3cc(C4CC4)nn3)CN2CC2CCCCC2)cc1	-3%	2%	-1.1	-0.7	-8%	0	8%	-13%
COc1ccc(N2CCN(C3CCCN(C(=O)CN4CCOC4=O)C3)CC2)cc1 (configuration not stated)	-30%	-4%	-2.2	-1.3	-1%	8	6%	-9%
O=C(CSc1ncccn1)Nc1ccc2c(c1)CCC2	-6%	3%	-3.0	0.1	-1%	-1	-2%	8%
Cc1ccc(C(C)C)c(OCC(=O)Nc2cccc(S(=O)(=O)NC3=NCCCCC3)c2)c1	-20%	0%	-36*	-5.7	-12%	11	12%	-25%

Whole records, quoted from the list:
`C[C@@H]1CN([C@H](C)CO)C(=O)CCCn2nncc2CO[C@@H]1CN(C)S(=O)(=O)c1ccc2c(c1)OCCCO2` across the screens: WRN helicase inh: 0%; EPAC2 ag: 6%; CCT modulator: -1.5; IL-2 act: -2.2; PLK1 PBD block: -14%; PI5P4Ka inh: -2; EPAC1 ag: -6%; EPAC1 antagonist: 18%
`C#CCOC(=O)c1cc(Cl)c(=O)n(Cc2ccc(Cl)cc2Cl)c1` across the screens: WRN helicase inh: -2%; EPAC2 ag: 18%; CCT modulator: -0.7; IL-2 act: -0.7; PLK1 PBD block: -2%; PI5P4Ka inh: -4; EPAC1 ag: -2%; EPAC1 antagonist: -3%

CCT modulator, entries above that show a hit
Compound | WRN helicase inh | CCT modulator | IL-2 act | PLK1 PBD block | PI5P4Ka inh | EPAC1 antagonist
Cc1ccc(C(C)C)c(OCC(=O)Nc2cccc(S(=O)(=O)NC3=NCCCCC3)c2)c1 | -20% | -36* | -5.7 | -12% | 11 | -25%

Next section.
SMILES	WRN helicase inh	EPAC2 ag	CCT modulator	IL-2 act	PLK1 PBD block	PI5P4Ka inh	EPAC1 ag	EPAC1 antagonist
O=C(CCc1c[nH]c2ccccc12)NCCc1ccccc1	0%	6%	2.4	-2.9	-7%	9	6%	-4%
CCc1ccc(-c2csc3[n+]2CCN3C(C)=O)cc1	-11%	12%	-0.7	-3.3	?	/	6%	0%
COc1cc(NC(=O)c2cccs2)c(C(=O)OCC(=O)c2cc(C)n(-c3ccc(F)cc3)c2C)cc1OC	1%	-4%	-2.4	-3.9	1%	14	6%	-19%
c1ccc(COc2cccc(-c3cc4nc(NCCN5CCOCC5)ccn4n3)c2)cc1	-8%	17%	-2.2	-0.7	-6%	8	5%	-12%
Cc1ccc2nc(N3CCN(Cc4nnnn4Cc4ccccc4)CC3)c(C#N)cc2c1	-3%	4%	-3.5	0.5	-3%	7	1%	-3%
CC(OC(=O)Cc1c[nH]c2ccccc12)C(=O)N(C)c1ccccc1 (configuration not stated)	3%	3%	-9.7	-1.2	-4%	-5	1%	6%
CC1(C(=O)NCC2CCOCC2)Cc2c(-c3cccc(C(F)(F)F)c3)ccnc2O1 (configuration not stated)	-4%	14%	0.0	1.2	-7%	1	-6%	-3%
CN(CC(=O)Nc1ccc(OC(F)(F)F)cc1)S(=O)(=O)c1cnc[nH]1	7%	3%	0.4	-1.4	-12%	5	0%	-3%
COC(=O)c1nc2n(n1)C(c1cccc(Cl)c1)C1=C(CC(C)(C)CC1=O)N2 (configuration not stated)	7%	7%	0.3	-2.1	-10%	-4	-3%	-11%
CCN(CC)c1ccc(/C=C/c2ccc3ccc(OC)cc3[n+]2CC)cc1	56µM*	2%	-0.3	0.0	-6%	-15	1%	-15%
COc1cccc(-c2csc(NC3OC(=O)c4c3ccc(OC)c4OC)n2)c1 (configuration not stated)	-4%	5%	1.3	0.7	-14%	-4	-3%	1%
COc1cc(/C=N/n2nnnc2N)ccc1OCC(N)=O	5%	2%	-0.1	-0.6	-9%	-5	-11%	12%
CCc1ccccc1NC(=O)CN(C)C(=O)CSc1nc2cc(Cl)ccc2s1	3%	-16%	-1.9	-0.4	-3%	3	-14%	3%
Cc1nc2cc(-c3ccccc3)nn2c(C)c1CCC(=O)NCc1ccco1	7%	4%	-0.7	-4.4	0%	7	-10%	-6%
NS(=O)(=O)c1cc(C(=O)O)c(NCc2ccco2)cc1Cl	-5%	4%	1.4	0.0	5%	2	0%	1%
COc1ccc(C2NC(=O)C(C#N)=C(S)N2c2cccc(C)c2)cc1OC (configuration not stated)	-7%	2%	-4.5	-0.3	?	5	7%	14%
COc1ccc(CN2C(=O)C(CC(=O)NCc3cccs3)CC(C(=O)N(C)C)=C2C)cc1 (configuration not stated)	6%	1%	1.5	0.6	-4%	-1	1%	-7%
COC(=O)[C@H](C)NC(=O)Nc1ccc(OC)c(OC)c1	0%	5%	-2.4	0.5	5%	-1	-13%	2%
O=[N+]([O-])c1ccc(Sc2ccncn2)c([N+](=O)[O-])c1	?	14%	-0.9	-4.3	?	1	10%	-19%
CC(=O)NC(C)C(c1cccs1)N1CCN(c2ccccc2)CC1 (configuration not stated)	-8%	5%	-1.7	1.2	-6%	/	8%	-5%
COc1ccc(CNC(=O)[C@H](C)N2C(=O)N3CCc4c([nH]c5ccccc45)[C@@]3(C)C2=O)cc1OC	7%	6%	1.7	0.0	1%	-6	-13%	13%
COc1ccc(/C=N/Nc2ccc(C(F)(F)F)cc2[N+](=O)[O-])cc1O	0%	-5%	-1.5	-1.9	?	0	-2%	-10%
CCOC(=O)/C(C#N)=C/c1c(N2CCN(c3cccc(Cl)c3)CC2)nc2c(C)cccn2c1=O	0%	10%	-3.1	2.1	-4%	0	10%	-18%
C=CCN(CC=C)C(=S)Nc1ccc2nsnc2c1	21%	8%	-0.6	-1.4	-7%	-2	-17%	-3%
C=CCN(C(=O)CCS(=O)(=O)c1cccc2nsnc12)c1ccccc1	-6%	-1%	-1.0	-1.1	?	-12	14%	5%
COCCN1C(=O)CCC1(C)c1nnnn1-c1ccc2c(c1)OCCO2 (configuration not stated)	1%	7%	-0.4	2.4	2%	-2	-8%	-7%
CCOC(=O)C1=C(O)/C(=C/c2ccc(OCC(=O)O)c(OCC)c2)SC1=Nc1ccccc1	-16%	8%	-1.5	-2.7	-26%	-14	2%	-5%
CC(C)c1nnc(NC(=O)CS(=O)(=O)c2ccccc2)s1	-8%	7%	1.0	0.7	-1%	-2	1%	3%
Cn1c(-c2ccc(C(F)(F)F)cc2)cc2onc(-c3ccccc3)c2c1=O	4%	-6%	-0.9	0.0	2%	3	1%	-18%
